Screens deposited in PubChem by National Center for Advancing Translational Sciences (NCATS).
USP1-UAF1 inh: blocks the human USP1/UAF1 deubiquitinase complex; O94782; recombinant USP1/UAF1, Ub-Rhodamine cleavage fluorescence; Potency, µM (series often up to 57.1 µM), without a hit: at the top dose activity change, negative = inhibition, actives largely listed as inhibitors; 390,000 tested, 0.23% active; AID 743255; note: potency is the fitted concentration of half-maximal effect; % is set by controls: 0 for no effect and ±100 for the full control effect; nearly all actives have a fitted effect of over 60% in size; inactives centre near -12
Target sequence (O94782 whole entry, looked up): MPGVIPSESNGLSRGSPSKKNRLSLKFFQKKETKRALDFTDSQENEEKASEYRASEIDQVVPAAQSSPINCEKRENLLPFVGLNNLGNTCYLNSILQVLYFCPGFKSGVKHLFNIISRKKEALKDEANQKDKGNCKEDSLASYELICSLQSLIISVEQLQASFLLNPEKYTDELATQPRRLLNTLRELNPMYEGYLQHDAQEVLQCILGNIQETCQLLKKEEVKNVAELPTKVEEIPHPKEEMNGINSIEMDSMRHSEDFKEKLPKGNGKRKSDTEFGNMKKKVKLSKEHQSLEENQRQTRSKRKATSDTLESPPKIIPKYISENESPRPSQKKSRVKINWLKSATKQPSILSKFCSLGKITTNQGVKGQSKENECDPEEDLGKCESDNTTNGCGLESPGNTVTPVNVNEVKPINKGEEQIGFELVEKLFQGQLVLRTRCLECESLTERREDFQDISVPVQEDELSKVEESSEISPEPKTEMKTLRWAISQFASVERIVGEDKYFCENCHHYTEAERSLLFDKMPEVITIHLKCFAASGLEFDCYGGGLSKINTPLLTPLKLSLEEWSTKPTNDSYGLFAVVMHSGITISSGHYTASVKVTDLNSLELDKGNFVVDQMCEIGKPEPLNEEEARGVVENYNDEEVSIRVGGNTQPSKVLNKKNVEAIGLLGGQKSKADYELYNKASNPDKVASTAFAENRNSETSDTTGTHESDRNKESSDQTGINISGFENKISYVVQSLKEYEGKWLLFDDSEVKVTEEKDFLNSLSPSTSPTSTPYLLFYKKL
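In this screen, compounds sit with the deubiquitinase complex (1nM) for 15 min at room temperature before Ub-Rho is added at 150nM final. Fluorescence rise is then followed for 6 reads every 60 seconds.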
TrxR1 substrate: rat thioredoxin reductase 1 substrate activity | purified TrxR1 substrate turnover, NADPH consumption readout | Potency, µM (titrated, usually from 114 µM), for inactives: top-dose activity change, negative = substrate turnover | O89049 | 390,000 tested, 0.01% active | AID 588456; note: potency is the fitted concentration of half-maximal effect; % is set by controls: 0 for no effect and ±100 for the full control effect; nearly all actives have a fitted effect of over 50% in size
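Rat TrxR1, dispensed at 90 nM, was prereduced with 400 uM NADPH (final) for 5 min at ~22 deg C, then incubated with compound 15 min before 400 uM selenite. A first-read NADPH fluorescence drop versus no-compound background flagged substrates.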
GLS inh: glutaminase GLS (human) inhibition; O94925; GLS enzymatic activity, qHTS titration; Potency, µM (highest dose often 45.5 µM), for the others: top-dose activity change, negative = inhibition, actives largely listed as inhibitors; 410,000 tested, 0.21% active; AID 624170; note: potency is the fitted concentration of half-maximal effect; % is set by controls: 0 for no effect and ±100 for the full control effect
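hKGA in 45 mM KH2PO4 pH 8.2, 0.02% Tween-20 with pin-transferred compounds; 1 mM L-glutamine (stock) plus glutamate oxidase/HRP/Amplex Red coupling added. Fluorescence read initially and after 30 min at RT.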
mIDH1 inhibitor: human IDH1 R132H inhibition. O75874. IDH1-R132H enzyme, NADPH consumption, diaphorase/resazurin fluorescence. Potency, µM (titrated, usually from 76.6 µM), for inactives: at the highest dose activity change, negative = inhibition, most hits filed as inhibitors. 390,000 tested, 0.093% active. AID 602179; note: potency is the fitted concentration of half-maximal effect; % is set by controls: 0 for no effect and ±100 for the full control effect; nearly all actives have a fitted effect of over 65% in size
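IDH1-R132H (0.5 ug/mL dispensed) in pH 7.5 Tris buffer was preincubated 30 min with compound, then given a substrate mix of 0.016 mM NADPH and 2 mM alpha-KG for 80 min at room temperature; remaining NADPH was read by diaphorase/resazurin fluorescence.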
HP1b chromo inh: HP1-beta chromodomain-methylated histone interaction inhibition; Potency, µM (titrated, usually from 114 µM), inactives show at the top dose activity change, negative = inhibition, most hits filed as inhibitors; AID 540317; 390,000 tested, 0.56% active; AlphaScreen HP1-beta / biotin-H3K9me3 peptide binding; P83916; note: potency is the fitted concentration of half-maximal effect; nearly all actives have a fitted effect of over 70% in size; inactives centre near 23
Target sequence (P83916 whole entry, looked up): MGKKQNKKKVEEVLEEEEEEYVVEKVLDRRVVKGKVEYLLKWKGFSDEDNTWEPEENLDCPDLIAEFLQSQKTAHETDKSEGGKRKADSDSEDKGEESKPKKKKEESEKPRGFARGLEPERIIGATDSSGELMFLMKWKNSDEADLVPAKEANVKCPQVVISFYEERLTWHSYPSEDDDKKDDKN
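Compound inhibition of the preformed complex between 50 nM HP1-beta and 50 nM biotinylated H3K9me3 peptide was read by AlphaScreen. Buffer was PBS pH 7.4 with 0.01% Tween-20. Incubations ran 30 min at room temperature, with 10 ug/mL donor/acceptor beads.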
PGK inhibitor: T. brucei PGK inhibition; P07378; PGK/GAPDH coupled, Kinase-Glo luminescence, 60 min; Potency, µM (highest dose often 57.5 µM), for the others: top-dose activity change, negative = inhibition, hits mostly inhibitors; 380,000 tested, 0.043% active; note: potency is the fitted concentration of half-maximal effect; % is set by controls: 0 for no effect and ±100 for the full control effect; nearly all actives have a fitted effect of over 60% in size
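Recombinant glycosomal PGK reaction used 1,3-bisphosphoglycerate generated in-well by GAPDH (100nM final) in 100mM TEA pH 7.6, 5mM MgCl2, 0.01% Tween-20. After 60 minutes at room temperature, ATP was read by Kinase-Glo Plus luminescence end-point.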
Pin1 inh: inhibitors of human Pin1. Q13526. Pin1 FP peptide displacement, HiFluor488, 10 min. Potency, µM (highest dose often 115 µM), for inactives: at the highest dose activity, negative = inhibition, actives largely listed as inhibitors. 390,000 tested, 0.009% active; active = well fitted inhibition curve with a large enough effect in the polarisation, with a control signal flat, not every such curve was filed as active; inconclusive = small, poorly fitted or top-dose-only effect, or effect the other way, or a change in a side signal; inactive = no such curve, though single readings can be large or run the other way; the % refers to the polarisation; note: potency is the fitted concentration of half-maximal effect; % is set by controls: 0 for no effect and ±100 for the full control effect
PI4K2A block: blocks human PI4K2A kinase activity | purified PI4K2A, ADP-Glo luminescence, 1 h; hits give low values | activity change, negative = inhibition, % at 76.9 µM | 420,000 tested, 0.13% active | AID 1346378; in the data active = activity change below about -50%; inconclusive = mostly about -30% to -49%;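 note: -100% = wells without enzyme as full effect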
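ADP-Glo luminescence measured ADP generated by PI4K2A enzyme (4 ug/mL before mixing) with 1.2 mM PI substrate (pre-mix) and 300 microM ATP (pre-mix). Tris pH7.5 buffer with MgCl2, Triton X-100; 1 h reaction at ambient temperature.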
rTrxR1 inhibitor: blocks rat thioredoxin reductase 1 | O89049 | recombinant rTrxR1, NADPH fluorescence consumption, selenite substrate | Potency, µM (highest dose often 114 µM), for inactives: top-dose activity change, negative = inhibition, hits mostly inhibitors | 390,000 tested, 1% active | AID 588453; note: potency is the fitted concentration of half-maximal effect; % is set by controls: 0 for no effect and ±100 for the full control effect; nearly all actives have a fitted effect of over 65% in size
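Rat TrxR1 (90 nM in the dispensed reagent) was pre-reduced with 400 uM NADPH for 5 min at room temperature, then incubated with compound for 15 min. After 400 uM selenite was added, NADPH fluorescence (Ex 340/Em 450 nm) was followed for 8 min.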
* hit, by the source's call; i = inactive; ? = inconclusive; . = not tested or not shown; & = joins results of further samples; [ ] = dose if it differs, or a comment. Unless noted, calls come from the whole dose curve; as a rule, active = well fitted curve in the direction sought with a large enough effect; inconclusive = small, poorly fitted or top-dose-only effect, or another doubt; inactive = no such curve, though single readings can be large; an effect the other way counts as inactive or inconclusive. The list is partial; rates above refer to the full screens.

USP1-UAF1 inh | TrxR1 substrate | GLS inh | mIDH1 inhibitor | HP1b chromo inh | PGK inhibitor | Pin1 inh | PI4K2A block | rTrxR1 inhibitor | molecule
-26% | 0% | 2% | -3% | 31% | -1% | 9% | -8 | 9% | COc1ccc(CNC(=O)CSc2nn3c(=O)c(C(C)(C)C)nnc3s2)cc1OC
-15% | -14% | 2% | 3% | -6% | -7% | ? | -6 | 14%[57.1 µM] | CC1CCc2nc(NC(=O)Cc3cccs3)sc2C1 (centres undefined)
-29% | 4% | -14%&-13%&0% | 6% | 20% | -7% | 1% | 4 | 28% | CCCC(CCC)C(=O)OC1C[C@H]2CC[C@@H](C1)[N+]2(C)C (some centres undefined)
-16% | 11%[57.1 µM] | -3% | 2% | 37%[activator] | 5% | 15% | -2 | 17%[57.1 µM] | CCOC(=O)c1ccc(Nc2cnc3ccccc3n2)cc1
-12% | 0% | -14% | 4% | -13% | -8% | -1% | 2 | 12% | CCc1ccc(NC(=O)C/C(C)=N/NC(=O)COc2ccccc2C)cc1
-23% | 2% | -10% | 0% | 43%[activator] | -1% | -1% | -1 | 10% | COc1ccc(OC(C)C(=O)NC2CCCCCC2)cc1 (centres undefined)
-12% | 2%[57.1 µM] | 3% | -17% | 50%[activator] | i | 6% | -1 | 12%[57.1 µM] | CCN(CC)S(=O)(=O)c1ccc2c(c1)N(CC(=O)Nc1ccc(C)cc1C)C(=O)C1CCCN21 (centres undefined)
-19% | 9%[57.1 µM] | -20% | 3% | 16% | -3% | ? | 10 | -44% | Brc1ccc(C2CC(c3ccccc3)=Nc3ccccc3N2)cc1 (centres undefined)
2% | 8%[57.1 µM] | 1% | . | 33% | . | 6% | 0 | 11%[57.1 µM] | Cc1nc(N2CCCC2)ncc1C(=O)NCc1ccc(Cl)cc1
3% | 6% | 0% | 4% | 13% | -4% | 4% | 2 | 20% | CC(Sc1nc(-c2ccccc2)cc(=O)[nH]1)C(=O)O (centres undefined)
-7% | 10% | -3% | 4% | 19% | -2% | -2% | -4 | 0% | Nc1nc(CN2CCN(c3ccccc3F)CC2)nc(Nc2ccccc2)n1
-7% | 1% | 0% | 12% | 55%[activator] | -8% | -4% | -3 | 16% | Cc1ccc(Cl)cc1NC(=O)COC(=O)CC1CCCCC1
1% | -4%[57.1 µM] | -12% | 2% | 3% | 9% | 9% | 0 | 8%[57.1 µM] | Cc1ccc2sc(N3CCN(C(=O)CCS(=O)(=O)c4ccc(F)cc4)CC3)nc2c1C
-28% | 3% | 5% | 6% | 11% | -4%[11.5 µM] | 0% | 5 | 16% | CC1CCN(C(=O)CN(c2ccc(Cl)c(C(F)(F)F)c2)S(C)(=O)=O)CC1
9% | 1% | 14% | -2% | 11% | 11% | -6% | -1 | 4% | Nn1c(SCC(=O)N2CCN(S(=O)(=O)c3ccccc3)CC2)nnc1-c1cccs1
4% | -3% | 5% | 12% | 13% | -3% | 0% | 2 | 4% | COc1ccc(C2SCC(=O)N2c2c(C)n(C)n(-c3ccccc3)c2=O)cc1 (centres undefined)
-20% | -4% | 0% | 11% | 19% | -12% | 3% | -25 | 5% | N#CCCCC#Cc1ccc2c(c1)COc1c3ccccc3nn1-2
-7% | 2% | 9% | 1% | 24% | 6% | 2% | 3 | -17% | CSc1ccc(/C=C(/NC(=O)c2ccc(C)cc2)C(=O)Nc2cccc(F)c2)cc1
-19% | -7%[57.1 µM] | -2% | 7% | 15% | i | 5% | -7 | 3%[57.1 µM] | CCOC(=O)C1CCN(C(=O)COc2ccc(S(=O)(=O)NC(C)C)cc2Cl)CC1
? | 4%[57.1 µM] | 2% | 4% | 24% | -2% | -4% | 2 | 13%[57.1 µM] | N/C(CN1CCSCC1)=N\OCc1c(F)cccc1Cl
-12% | -7% | 0% | -3% | 1% | -7% | 26% | -4 | 2% | Cc1cccc2c(C(=O)N3CCN(c4ccccn4)CC3)cc(-c3cccc(Br)c3)nc12
? | 3%[57.1 µM] | -8% | -20% | 16%[57 µM] | 0% | -8% | -2 | 27%[57.1 µM] | Cc1cc(Nc2ccc(F)cc2F)nc(-n2nc(C)cc2C)n1
-10% | . | 0% | -1% | . | 0% | . | -2 | . | CC(C)CC1C(=O)N(Cc2cn(CCC3OCCO3)nn2)CCS(=O)(=O)N1Cc1ccc(-c2ccccc2)cc1 (centres undefined)
-18% | -4% | 23% | 13% | -2% | 6% | -2% | -23 | -8% | C/C(=N\NC(=O)Cc1cccn1C)c1ccc2ccccc2c1
2% | -13% | 10% | -8% | 35% | 12% | 1% | 2 | -16% | COc1cccc(-c2nnc(NC(=O)c3ccc(S(=O)(=O)N4CC(C)OC(C)C4)cc3)o2)c1 (centres undefined)
-14% | 52%[activator][57.1 µM] | -2% | 2% | 20% | i | -5% | -3 | -43% | CN(C)Cc1c(O)ccc2c(=O)c(-c3ccccc3Cl)coc12
3% | -4% | 19% | -1% | -3% | -7% | -1% | -6 | 1% | Cc1c(NS(=O)(=O)c2cc(C(=O)N3CCCC(C)C3)ccc2Cl)c(=O)n(-c2ccccc2)n1C (centres undefined)
-2% | -11% | 25% | 4% | 7% | -10% | 2% | 5 | -9% | O=C(NCc1cccs1)C1CC(c2ccccc2O)=NO1 (centres undefined)
-15% | -3% | 11% | 0% | 12% | -13% | -2% | -1 | 12% | COc1ccc(N(CCCN2C(=O)c3cccc4cccc(c34)C2=O)C(=O)c2ccncc2)cc1
-12% | -7% | 2% | 0% | 10% | -4% | 1% | -10 | -4% | CC(C)NC(=O)COC(=O)c1ccc(Cl)c(S(=O)(=O)N2CCCC2)c1
-24% | 3% | -11% | 0% | ? | 0% | -4% | 1 | 22% | N#Cc1ccc(OCC(O)CN2CCN(C(c3ccccc3)c3ccccc3)CC2)cc1 (centres undefined)
-22% | 9%[57.1 µM] | 0% | -15% | 20% | -3% | 0% | 4 | 14%[57.1 µM] | COc1ccc([C@@H]2CC=C(C(=O)O)[C@H](c3ccccc3)N2S(=O)(=O)c2ccc(C)cc2)cc1OC
-17% | 3% | 13% | -3% | 37% | -5% | -1% | -4 | -3% | O=C(NN=C1CCCC1)c1cc(Br)ccc1O
-2% | 4% | 3% | 1% | 117%[activator] | -7% | -9% | 2 | 47%[activator] | CC(C)Oc1nc(-c2ccc(Cl)cc2)nc2ccccc12
-1% | -5% | 20% | -7% | 12% | -2% | 27% | 0 | -1% | Nc1nc(SCc2nc3sc4c(c3c(=O)[nH]2)CCCC4)n[nH]1
-14% | -5%[11.4 µM] | -7% | 5% | 37% | -1% | 8% | -2 | 5%[11.4 µM] | O=c1[nH]nc(SC2CCCCC2)c(=O)[nH]1
-6% | -5%[11.4 µM] | 10% | 12% | 6% | -1% | -11% | -2 | -6%[11.4 µM] | COc1cc(CCC(C)NCc2ccccc2)ccc1O (centres undefined)
-8% | 3%[57.1 µM] | -1% | 4% | 41% | i | 0% | -2 | 5%[57.1 µM] | O=S(=O)(Nc1cccc(-n2cnnn2)c1)c1ccc(F)cc1
-8% | -1% | 9% | -9% | 21% | -7% | -5% | 0 | 6% | COc1cccc(/C=N/NC(=O)c2cccc3ccccc23)c1
-15% | 9%[57.1 µM] | -6% | -6% | 21% | 7% | 1% | -10 | 12%[57.1 µM] | COc1cc(OC)cc(C2=NCCN2)c1

Some of the entries above, reformatted.
Each structure is followed by: USP1-UAF1 inh | TrxR1 substrate | GLS inh | mIDH1 inhibitor | HP1b chromo inh | PGK inhibitor | Pin1 inh | PI4K2A block | rTrxR1 inhibitor
N#CCCCC#Cc1ccc2c(c1)COc1c3ccccc3nn1-2
→ -20% | -4% | 0% | 11% | 19% | -12% | 3% | -25 | 5%
CCc1ccc(NC(=O)C/C(C)=N/NC(=O)COc2ccccc2C)cc1
→ -12% | 0% | -14% | 4% | -13% | -8% | -1% | 2 | 12%

Further compounds follow.
USP1-UAF1 inh | TrxR1 substrate | GLS inh | mIDH1 inhibitor | HP1b chromo inh | PGK inhibitor | Pin1 inh | PI4K2A block | rTrxR1 inhibitor | molecule
. | 1% | . | . | 27% | . | -10% | . | 12% | COCCNC(=O)C1(C(F)(F)F)C/C(=C/CCO)CCCO1 (centres undefined)
2% | -14% | 1% | 1% | 47%[activator] | 6% | -4% | -4 | -29% | O=C(CC1C(=O)OCCN1Cc1ccccc1)Nc1cccc(C(F)(F)F)c1 (centres undefined)
-19% | -9% | -6% | 10% | 116%[activator] | i | 12% | 0 | 0% | CC(C)CNC(=O)c1oc2ccccc2c1COc1ccccc1
-13% | 1% | 3% | 4% | 38% | -2% | 2% | -3 | 12% | COC(=O)c1ccc(Cn2nnc3c(=O)[nH]c(C4CCN(S(=O)(=O)c5ccc(F)cc5)CC4)nc32)cc1
0% | -9% | 5% | -1% | -35% | -3% | 5% | 0 | -1% | CN1CCN(c2oc(-c3ccccc3F)nc2S(=O)(=O)c2ccc(Cl)cc2)CC1
-24% | 8%[57.1 µM] | 0% | -4% | 36% | 0% | -4% | -3 | 9%[57.1 µM] | CC1CN(C(=O)CCC(=O)NCc2ccccc2)c2ccccc2S1 (centres undefined)
